# High-throughput results deposited in PubChem BioAssay by National Center for Advancing Translational Sciences (NCATS).
# NPSR antagonist = qHTS Assay for Antagonists of the Neuropeptide S Receptor: cAMP Signal Transduction; AID 1461, 2008; 220,000 compounds, 1% hits; Q6W5P4; Potency, µM (doses to about 38.3 µM), for inactives: at the highest dose activity change, negative = inhibition, usual class: inhibitors; CHO-NPSR cells, cAMP TR-FRET, antagonist mode; note: % is set by controls: 0 for no effect and ±100 for the full control effect; nearly all actives have a fitted effect of over 50% in size; many of its hits are not listed in these tables
# Target sequence (Q6W5P4 whole entry, looked up): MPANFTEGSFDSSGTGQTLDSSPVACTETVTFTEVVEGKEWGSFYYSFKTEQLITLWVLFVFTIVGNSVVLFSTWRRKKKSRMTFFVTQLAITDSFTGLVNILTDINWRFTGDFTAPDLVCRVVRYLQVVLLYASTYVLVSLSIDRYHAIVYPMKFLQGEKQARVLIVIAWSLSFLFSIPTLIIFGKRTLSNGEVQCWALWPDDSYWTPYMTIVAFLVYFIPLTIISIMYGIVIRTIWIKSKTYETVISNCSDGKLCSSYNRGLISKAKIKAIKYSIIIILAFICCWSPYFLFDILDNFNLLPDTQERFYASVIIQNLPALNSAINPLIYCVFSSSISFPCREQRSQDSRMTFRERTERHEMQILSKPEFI
# GAA inhib = qHTS Assay for Inhibitors of Human alpha-Glucosidase as a Potential Chaperone Treatment of Pompe Disease. Lysosomal alpha-glucosidase (Homo sapiens), P10253. purified human GAA, 4-MU-alpha-glucoside fluorescence. Potency, µM (doses to about 76.9 µM), inactives show at the top dose activity change, negative = inhibition, hits mostly inhibitors. 200,000 compounds, 0.005% hits. AID 1466, 2008;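 note: plate controls were uninhibited enzyme wells for no effect and no-enzyme background for full effect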
#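 AC50 values come from Hill fits of compound titrations (up to 77 uM) against 4 nM human enzyme. Substrate 4-methylumbelliferyl-alpha-D-pyranoside at 400 uM, pH 5.0 citrate buffer, 20 min room temperature; fluorescence Ex 365/Em 440 after alkaline stop.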
# Epigenetic reg = Quantitative High-Throughput Screen for Regulators of Epigenetic Control | murine LDR cells, GFP reporter derepression, 30 h | Potency, µM (top dose mostly 53.9 µM), for the others: top-dose GFP activation, usual class: activators | 280,000 compounds, 0.2% hits | AID 1865, 2009; note: % of control where 0% means no effect; nearly all actives have a fitted effect of over 60% in size
#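 Reporter derepression read as number of fluorescent GFP-positive objects, 20-120 um in size, counted by laser-scanning cytometer. Mouse LDR line with an epigenetically silenced CMV-GFP locus; compound incubation 30 h, 37 C.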
# ALDH1A1 inh = qHTS Assay for Inhibitors of Aldehyde Dehydrogenase 1 (ALDH1A1). 220,000 compounds, 7.3% hits. Purified ALDH1A1, NADH fluorescence, propionaldehyde substrate. AID 1030, 2008. Aldehyde dehydrogenase 1A1 (Homo sapiens), P00352. Potency, µM (top dose mostly 75.3 µM), inactives show at the top dose activity, negative = inhibition, most hits filed as inhibitors; active = well fitted inhibition curve with a large enough effect, not every such curve was filed as active; inconclusive = small, poorly fitted or top-dose-only effect, or another doubt; inactive = no such curve, though single readings can be large or run the other way;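 note: plate controls were no enzyme wells and a reference inhibitor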
# GLA spleen mod = qHTS Assay for Inhibitors and Activators of Human alpha-Galactosidase From Spleen Homogenate; human spleen homogenate, 4MU-alpha-Gal fluorescence, 40 min; AID 2107, 2009; 240,000 compounds, 0.008% hits; Potency, µM (top dose mostly 80 µM), inactives show at the highest dose activity change, negative = inhibition, most hits filed as inhibitors;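 note: 0% = enzyme with vehicle and -100% = no enzyme basal signal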
# Target sequence (P06280 32-429 limits assumed): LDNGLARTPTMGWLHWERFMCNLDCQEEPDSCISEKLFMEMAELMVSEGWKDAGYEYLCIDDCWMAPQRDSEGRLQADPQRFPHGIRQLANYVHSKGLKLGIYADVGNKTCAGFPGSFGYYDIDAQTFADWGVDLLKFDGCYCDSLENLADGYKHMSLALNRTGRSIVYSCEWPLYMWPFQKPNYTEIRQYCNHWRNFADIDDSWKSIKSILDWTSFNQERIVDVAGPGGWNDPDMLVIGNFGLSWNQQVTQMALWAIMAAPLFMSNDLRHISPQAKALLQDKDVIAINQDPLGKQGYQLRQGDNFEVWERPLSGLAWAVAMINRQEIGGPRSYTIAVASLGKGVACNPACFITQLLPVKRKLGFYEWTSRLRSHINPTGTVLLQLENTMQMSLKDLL
#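 Human spleen homogenate (1 ug) as enzyme source, 4-methylumbelliferyl-alpha-D-galactopyranoside 1 mM final, citrate/phosphate pH 5.0 with 0.01% Tween-20. Compounds 40 min at 37C, NaOH/glycine stop; fluorescence Ex 365/Em 440, Hill-fit AC50.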
# GAA glycogen = qHTS Assay for Inhibitors and Activators of Human alpha-Glucosidase Cleavage of Glycogen. recombinant GAA, glycogen substrate, Amplex Red glucose oxidase fluorescence. Potency, µM (doses to about 76.4 µM), for the others: top-dose activity change, negative = inhibition, hits mostly inhibitors. 300,000 compounds, 0.38% hits. AID 2100, 2009;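 note: 0% = full enzyme reaction and -100% = no-enzyme basal signal; the screen sought inhibitors and activators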
#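 qHTS, 1536-well; enzyme 4 nM final; cpd up to 77 uM; substrate bovine liver glycogen 30 ug; 50 mM citrate/phosphate pH 5.0, 0.01% Tween-20; 37 C, 40 min; Amplex Red detection 45 min RT; Hill fit → AC50.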
# Tau fluor counter = Counterscreen qHTS for Inhibitors of Tau Fibril Formation, Fluorescence Polarization. AID 1463, 2008. Potency, µM (top dose mostly 57.7 µM), inactives show top-dose activity change, negative = decrease. 280,000 compounds, 0.93% hits. tau K18 P301L (four-repeat tau fragment) Alexa594 fluorescence, heparin fibrillization; note: % is set by controls: 0 for no effect and ±100 for the full control effect; nearly all actives have a fitted effect of over 55% in size
#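 Human K18 P301L tau (15 uM unlabeled plus 0.24 uM Alexa 594-labeled, final) in 100 mM sodium acetate pH 7 was mixed with compound and 20 uM heparin and incubated 6 hr at 37 C.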
# aGlu spleen mod = qHTS Assay for Inhibitors and Activators of Human alpha-Glucosidase From Spleen Homogenate; human spleen homogenate, 4-MU-alpha-glucoside fluorescence; Potency, µM (series often up to 79.9 µM), for inactives: at the highest dose activity change, negative = inhibition, most hits filed as inhibitors; Lysosomal alpha-glucosidase (Homo sapiens), P10253; 240,000 compounds, 0.006% hits;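 note: 0% = enzyme with vehicle and -100% = no enzyme basal signal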
#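 Human spleen homogenate (1 ug) with 4-methylumbelliferyl-alpha-D-glucopyranoside (1 mM final) in 50 mM citrate/phosphate pH 5.0, 0.01% Tween-20; 40 min at 37 C. Stopped at pH 10; 4-MU fluorescence Ex 365/Em 440 nm; AC50 by Hill fit.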
# * = called active by the depositor; u = inconclusive; x = not tested or not shown; & = joins results of further samples; [ ] = another dose, or the depositor's remark. Unless noted, calls come from the whole dose curve; as a rule, active = well fitted curve in the direction sought with a large enough effect; inconclusive = small, poorly fitted or top-dose-only effect, or another doubt; inactive = no such curve, though single readings can be large; an effect the other way counts as inactive or inconclusive. Potency is the fitted concentration of half-maximal effect.
SMILES,NPSR antagonist,GAA inhib,Epigenetic reg,ALDH1A1 inh,GLA spleen mod,GAA glycogen,Tau fluor counter,aGlu spleen mod
CC1(C)Cc2ccccc2C2=NNC(=O)C2=N1,-21.5%,u,2.5%,1.9%,-2.0%,11.2%,-11.6%,0.2%
C=CC1=C(C(=O)O)N2C(=O)[C@@H](NC(=O)/C(=N\OCC(=O)O)c3csc(N)n3)[C@@H]2SC1,x,x,0.0%[16.9 µM],-12.8%[20.9 µM],7.7%[29.1 µM],x,x,-1.1%[29.1 µM]
CCCc1ccc(O)c(N=Cc2cc(Br)cc(OCC)c2O)c1,-32.3%,-5.9%,-1.2%,-11.7%,6.7%,u,-23.4%,-2.2%
CCN(C(=O)CSc1ncccc1C(=O)OC(C)C)c1cccc(C)c1,u,-12.4%,-1.4%,u,-1.6%,5.7%,-19.0%,4.1%
CC(OC(=O)CCc1nc2ccccc2c(=O)[nH]1)C(=O)Nc1ccc2c(c1)OCO2 (configuration not stated),-18.7%,-2.6%,-1.3%,-6.0%,-0.1%,2.5%,-17.4%,3.5%
O=C1C2CCCN2c2ccc(S(=O)(=O)N3CCOCC3)cc2N1Cc1ccccc1F (configuration not stated),-10.6%[46.1 µM],-5.8%,0.8%,u,1.1%,u,-3.9%,-6.5%
C=CCn1c(N)c(C(=O)NCc2ccco2)sc1=S,-4.7%[46.1 µM],0.3%,0.9%,u,-8.5%,-2.6%,-7.6%,-9.0%
CC(=O)c1cc2c(cc1NC(=O)CSc1nc3ccc(C)cc3[nH]1)OCO2,6.1%[46.1 µM],1.0%,0.0%,u,-1.8%,7.9%,u,-5.0%
CCN1CCN(CNC(=O)c2cnccn2)CC1,-9.2%[46.1 µM],1.0%,1.1%,6.3%,6.8%,3.8%,-4.5%,3.9%
Cc1nc(-c2ccc(Cl)cc2)sc1C1(C)CC(c2ccc([N+](=O)[O-])cc2)=NO1 (configuration not stated),3.2%,x,-6.0%,x,2.5%,-3.2%,-18.7%,-5.8%
CCOCC(=O)Nc1ccccc1C(=O)N1CCOCC1,5.8%,7.8%,-4.1%,3.4%,-16.8%,3.1%,-10.5%,-13.2%
CCOC(=O)Cc1nnc2c(Nc3ccccc3F)nc3nonc3n12,-4.0%[46.1 µM],-4.3%,0.0%,4.2%,1.0%,5.6%,-2.2%,-8.7%
CN1CCN(S(=O)(=O)c2cccc(C(=O)NC3CCCc4ccccc43)c2)CC1 (configuration not stated),-19.4%[46.1 µM],-0.4%,-4.3%,u,-2.4%,7.0%,-4.7%,-3.3%
O=C(CNC(=O)c1ccc(Oc2ccccc2)cc1)OC1CCCCC1=O (configuration not stated),-12.1%[46.1 µM],-3.4%,-2.2%,22.4µM*,1.1%,1.3%,-14.2%,-1.5%
CCOC(=O)Nc1ccc(S(=O)(=O)NC2CCCCC2)cc1,20.8%,2.1%,-0.1%,-2.5%,1.9%,-2.4%,-4.6%,-4.6%
N=C(N)c1ccc2cc(OC(=O)c3ccc(N=C(N)N)cc3)ccc2c1,x,x,0.8%,22.4µM*,-3.8%,x,-16.7%,-4.4%
NC(=O)CNC(=O)[C@@H]1CC2(CC(c3cccc([N+](=O)[O-])c3)=NO2)CN1C(=O)c1ccccc1 (some centres not stated),7.4%[46.1 µM],0.0%,-3.2%,1µM*,-12.1%,6.7%,5.7%,0.3%
CCCCN1C(=O)c2ccc(C(=O)Nc3c(N)n(CCCC)c(=O)n(C)c3=O)cc2C1=O,17.0%[7.67 µM],-6.9%,-1.0%,u,7.6%,-8.9%,-9.7%,2.4%
O=C(NCC(=O)N(CCN1CCOCC1)C(C(=O)NC1CCCC1)c1ccccc1)c1cccs1 (configuration not stated),-18.3%,u,1.1%,3.6%,1.9%,-6.9%,-5.1%,-15.7%
c1ccc2c(c1)nc(N1CCN(C3CCCCC3)CC1)c1nnnn12,-5.0%[46.1 µM],-2.6%,0.0%,-2.7%,-6.2%,2.0%,1.0%,-11.7%
C=CCOc1cccc(C2/C(=C(/O)c3ccc(C)cc3)C(=O)C(=O)N2CCN2CCOCC2)c1 (configuration not stated),-6.6%[46.1 µM],-7.7%,-2.3%,u,20.0%,-10.3%,-4.9%,2.2%
COc1ccc(CNC(N)=O)cc1OC,-5.2%[46.1 µM],3.7%,-1.0%,6.9%,4.2%,-5.0%,-5.4%,4.2%
Cc1cccc(OCc2nnc(SCC(=O)Nc3cccc(C(=O)N4CCOCC4)c3)o2)c1C,-0.8%,-2.8%,0.9%,-1.1%,1.7%,1.6%,-20.5%,1.5%
O=C(OCc1cn(-c2ccc(Cl)cc2)nn1)c1ccccc1,-18.5%[46.1 µM],-0.4%,-2.0%,1.7%,-3.8%,6.9%,-11.7%,-5.6%
CC1(C)Cc2nc3sc4c(SCC(=O)NCc5ccco5)ncnc4c3cc2CO1,-9.3%[46.1 µM],-2.1%,9.1%,8.91µM*,-1.5%,-4.1%,-11.2%,-10.0%
CC(NC(=O)NC1CCCCC1)C(c1cccs1)N1CCN(Cc2ccccc2)CC1 (configuration not stated),-16.4%[46.1 µM],u,0.0%,5.7%,-0.7%,0.7%,-1.8%,-0.1%
Cc1ccccc1N1C(=O)C(Cl)=C(N2CCN(c3ccccc3)CC2)C1=O,-24.7%[46.1 µM],0.7%,-1.0%,u,-24.9%,-11.3%,u,-12.8%
COc1cc(NC(=O)c2c(F)cccc2F)c(Cl)cc1Cl,-14.8%,-11.8%,-3.8%,4.6%,1.6%,-4.0%,-6.2%,-4.0%
CCC(=O)N(Cc1cc2ccccc2[nH]c1=O)c1ccc(OC)cc1,-2.3%,-0.6%,-6.7%,u,-1.1%,1.5%,-13.0%,-1.6%
CCn1c(=O)n(CC(=O)NC2CCCC(C)C2C)c(=O)c2ccccc21 (configuration not stated),-3.7%[46.1 µM],-4.2%,-1.1%,u,5.3%,1.0%,-10.1%,-1.9%
CCCCC[C@H](O)/C=C/[C@@H]1[C@@H](C/C=C\CCCC(=O)O)[C@H]2CO[C@@H]1C2,-40.5%,2.2%[15.4 µM],0.0%&-1.1%&9.6%,-6.4%&3.1%&-3.0%,1.2%&6.4%&-7.6%,-1.4%,-5.0%&-4.4%&4.7%,6.2%&11.4%&-2.6%
CN(C)CCN(C(=O)c1ccc(N2C(=O)CCC2=O)cc1)c1nc2cc3c(cc2s1)OCO3,-4.0%,-6.7%,-3.1%,20µM*,5.2%,-1.4%,-1.9%,1.2%
COc1ccc(-c2csc(Nc3ncccc3C)n2)cc1OC,-9.9%[46.1 µM],-3.3%,-1.0%,u,0.3%,u,u,-4.1%
CC(C)(C)c1ccc(C(=O)c2c[nH]c(C(=O)NCC3CCCO3)c2)cc1 (configuration not stated),-16.2%[46.1 µM],-3.8%,0.0%,-1.2%,-0.1%,0.2%,-16.6%,-5.9%
COc1ccc(C(=O)N/N=C2\SCC(=O)N2Cc2ccc3c(c2)OCO3)c(OC)c1,9.1%,-0.6%,6.2%,10.7%,2.3%,11.8%,-6.8%,-2.1%
O=C(c1n[nH]c(=O)c2ccccc12)N1CCN(c2ccccc2Cl)CC1,-7.9%[46.1 µM],-2.4%,-5.6%,-9.9%,3.1%,-5.3%,-7.1%,-2.8%
COc1ccccc1C(=O)NNC(=O)c1sccc1-n1cccc1,2.7%,2.5%,1.7%,-13.9%,-1.7%,u,4.0%,3.8%
Cc1nc(CCNC(=O)c2ccccc2)cs1,3.8%[46.1 µM],-0.2%,0.9%,-1.2%,-0.2%,0.8%,-1.5%,5.6%
COc1ccc(CNc2nc3c(c(=O)[nH]c(=O)n3C)n2Cc2ccccc2C)cc1,-18.0%[46.1 µM],-12.0%,-0.2%,-1.2%,1.8%,13.3%,-13.9%,1.7%
CCC(=O)Nc1c2c(nn1-c1cccc(Cl)c1)CSC2,-0.5%,3.8%,1.7%,-4.6%,9.5%,-3.8%,-7.8%,1.4%
CCOC(=O)c1cc(/C(C)=N/OC(=O)c2ccc(Cl)cc2)on1,-8.5%,-4.1%[15.4 µM],-3.3%,-0.7%,0.3%,1.1%,-10.2%,-3.3%
CCOC(=O)C(C)(C)NS(=O)(=O)c1ccc(Cl)c([N+](=O)[O-])c1,-24.3%[46.1 µM],0.1%,1.3%,-10.9%,3.3%,-3.3%,-13.8%,0.8%
O=C(/C=C/c1ccco1)Nc1ccccc1N1CCCCC1,-55.1%,-5.4%,0.0%,u,4.1%,-18.0%,-14.8%,-5.8%
Nc1nc(C23CC4CC(CC(Cl)(C4)C2)C3)cs1,-1.3%,x,0.0%,x,9.2%,1.2%,-12.2%,7.1%
Nc1nc(Nc2cccc(F)c2)nc(NCc2ccco2)c1[N+](=O)[O-],-22.8%,x,-1.8%,x,2.8%,3.7%,u,-1.6%

# Limited to aGlu spleen mod and GLA spleen mod, for 4 of the compounds above:
structure	aGlu spleen mod	GLA spleen mod
CCOC(=O)c1cc(/C(C)=N/OC(=O)c2ccc(Cl)cc2)on1	-3.3%	0.3%
CCOC(=O)C(C)(C)NS(=O)(=O)c1ccc(Cl)c([N+](=O)[O-])c1	0.8%	3.3%
O=C(/C=C/c1ccco1)Nc1ccccc1N1CCCCC1	-5.8%	4.1%
Nc1nc(C23CC4CC(CC(Cl)(C4)C2)C3)cs1	7.1%	9.2%

# The list is partial. The share of hits here may be higher or lower than overall.
